Assay outcomes (PubChem BioAssay)
TrxR1 substrate – qHTS Assay for Substrates of Mammalian Selenoprotein Thioredoxin Reductase 1 (TrxR1): qHTS. 390,000 tested, 0.01% active. purified TrxR1 substrate turnover, NADPH consumption readout. Thioredoxin reductase 1, cytoplasmic (Rattus norvegicus), O89049. Potency, µM (titrated, usually from 114 µM), without a hit: top-dose activity change, negative = substrate turnover; note: potency is the fitted concentration of half-maximal effect; % is set by controls: 0 for no effect and ±100 for the full control effect; nearly all actives have a fitted effect of over 50% in size
Target sequence (O89049 whole entry, looked up): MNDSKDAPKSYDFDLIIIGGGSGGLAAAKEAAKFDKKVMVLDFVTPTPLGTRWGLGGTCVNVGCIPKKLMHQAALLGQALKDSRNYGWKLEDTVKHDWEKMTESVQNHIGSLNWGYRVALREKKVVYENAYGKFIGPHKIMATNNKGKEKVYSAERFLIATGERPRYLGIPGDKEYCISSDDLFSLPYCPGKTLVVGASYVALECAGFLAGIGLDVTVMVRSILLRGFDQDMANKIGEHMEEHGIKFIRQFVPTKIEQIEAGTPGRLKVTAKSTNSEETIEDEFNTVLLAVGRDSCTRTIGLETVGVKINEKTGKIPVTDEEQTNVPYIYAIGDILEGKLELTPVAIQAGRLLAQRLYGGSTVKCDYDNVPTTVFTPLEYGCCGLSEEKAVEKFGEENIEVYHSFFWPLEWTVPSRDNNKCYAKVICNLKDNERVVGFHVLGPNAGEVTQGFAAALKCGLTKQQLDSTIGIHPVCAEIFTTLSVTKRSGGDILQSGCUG
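Rat TrxR1, dispensed at 90 nM, was prereduced with 400 uM NADPH (final) for 5 min at ~22 deg C, then incubated with compound 15 min before 400 uM selenite. A first-read NADPH fluorescence drop versus no-compound background flagged substrates.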
RGS4 inhibitor – Inhibitors of Regulator of G Protein Signaling (RGS) 4: qHTS | 390,000 tested, 0.039% active | Transcreener GDP fluorescence polarization, RGS4-accelerated GTP hydrolysis | Potency, µM (series often up to 114 µM), without a hit: at the top dose activity change, negative = inhibition, hits mostly inhibitors | AID 504845, 2011 | Regulator of G-protein signaling 4 (Homo sapiens), P49798; note: potency is the fitted concentration of half-maximal effect; % is set by controls: 0 for no effect and ±100 for the full control effect; nearly all actives have a fitted effect of over 75% in size; some results filed as inactive show a strong effect at the top dose
Target sequence (P49798 whole entry, looked up): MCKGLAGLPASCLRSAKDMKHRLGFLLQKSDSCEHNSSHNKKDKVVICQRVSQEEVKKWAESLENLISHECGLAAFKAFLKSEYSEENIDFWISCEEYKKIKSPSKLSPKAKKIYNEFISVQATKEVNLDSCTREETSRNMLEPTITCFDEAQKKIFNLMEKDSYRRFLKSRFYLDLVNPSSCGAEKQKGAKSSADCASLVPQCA
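MLSMR compounds (23 nl, pin-transferred) preincubated 10 min at room temperature with a 500nM (2x) first reagent, then RGS4 at 900nM (2x) plus Transcreener GDP mix added; fluorescence polarization (620/688 nm) read before and after 90 min at 30 °C.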
LDHA block – qHTS assay for inhibitors of human lactate dehydrogenase; L-lactate dehydrogenase A chain (Homo sapiens), P00338; purified LDHA, NADH/diaphorase-resazurin fluorescence; stronger effect = lower value; activity change, % (values are at about 110 or 230 µM); 480,000 tested, 0.15% active; in the data active = activity change below about -30%; inconclusive = mostly about -25% to -30%;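 note: plate controls were DMSO wells for no effect and wells without enzyme for full effect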
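LDH5 2 nM; NADH 0.06 mM, pyruvate 0.2 mM; 200 mM Tris pH 7.4, EDTA, Tween-20; 5 min RT. Detection: diaphorase 0.133 mg/mL + resazurin 37 µM, fluorescence ex540/em590 at 0 and 20 min; normalized to enzyme-free and DMSO wells.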
Vif-A3F inh – qHTS for Inhibitors of Vif-A3F Interactions: qHTS; 390,000 tested, 0.2% active; HeLa A3F-eYFP + Vif (tagged APOBEC3F with the HIV-1 protein that degrades it), YFP fluorescence increase; Potency, µM (series often up to 46.1 µM), inactives show at the highest dose activity, negative = active; note: potency is the fitted concentration of half-maximal effect; % of control where 0% means no effect; nearly all actives have a fitted effect of over 65% in size
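HeLa cells stably expressing A3F-eYFP plus Vif, plated and incubated overnight at 37 deg C, then exposed to compounds overnight at 37 deg C. Blocked degradation read as raised yellow fluorescence (Ex 488/Em 500-530).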
USP1 inh – Inhibitors of USP1/UAF1: Primary Screen; Potency, µM (top dose mostly 57.1 µM), for the others: at the top dose activity change, negative = inhibition, usual class: inhibitors; recombinant USP1/UAF1, Ub-Rhodamine cleavage fluorescence; 390,000 tested, 0.23% active; note: potency is the fitted concentration of half-maximal effect; % is set by controls: 0 for no effect and ±100 for the full control effect; nearly all actives have a fitted effect of over 60% in size; inactives centre near -12
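Step one: compound is pinned into 1nM USP1/UAF1 in HEPES pH 7.8 buffer with TCEP. Step two: 15 min room-temperature incubation. Step three: Ub-Rho (150nM final) starts cleavage, tracked by fluorescence over six one-minute reads.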
GRP78 ERSR act – qHTS for Inducers of the Endoplasmic Reticulum Stress Response (ERSR) in Human Glioma: qHTS; AID 602332, 2012; Potency, µM, for inactives: at the top dose activation, hits mostly activators; 420,000 tested, 0.02% active; U87-MG GRP78 promoter luciferase reporter, 16 h; note: potency is the fitted concentration of half-maximal effect; series mostly up to about 76 µM; % of control where 0% means no effect; nearly all actives have a fitted effect of over 35% in size
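ERSR induction read as luciferase luminescence (Bright-Glo, 10 min at room temperature) in stably transfected human U87-MG glioma cells exposed to compounds for 16 h, using GRP78 as sensor.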
Vif-APOBEC3G blk – qHTS for Inhibitors of Vif-A3G Interactions: qHTS; Potency, µM (highest dose often 46.1 µM), for the others: at the top dose activity, negative = active, hits mostly inhibitors; AID 602310, 2012; HeLa A3G-eYFP + Vif (tagged APOBEC3G with the HIV-1 protein that degrades it), YFP fluorescence, overnight; DNA dC->dU-editing enzyme APOBEC-3G (Homo sapiens), Q9HC16; 410,000 tested, 0.076% active;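 note: potency is the fitted concentration of half-maximal effect; % is set by controls: 0 for no effect and ±100 for the full control effect; nearly all actives have a fitted effect of over 60% in size; hits raise eYFP signal because A3G escapes Vif-driven loss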
Target sequence (Q9HC16 whole entry, looked up): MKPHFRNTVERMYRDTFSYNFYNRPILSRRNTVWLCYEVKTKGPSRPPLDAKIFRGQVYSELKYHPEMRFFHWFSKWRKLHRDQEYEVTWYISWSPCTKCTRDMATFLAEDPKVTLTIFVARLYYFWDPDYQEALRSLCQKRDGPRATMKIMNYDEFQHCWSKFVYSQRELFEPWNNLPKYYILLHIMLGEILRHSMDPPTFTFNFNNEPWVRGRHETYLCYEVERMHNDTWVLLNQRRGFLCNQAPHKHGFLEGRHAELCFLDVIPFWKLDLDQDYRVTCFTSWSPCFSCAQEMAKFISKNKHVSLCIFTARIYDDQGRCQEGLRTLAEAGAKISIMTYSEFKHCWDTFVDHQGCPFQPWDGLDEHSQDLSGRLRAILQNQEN
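HeLa cells stably expressing Vif and C-terminally eYFP-tagged A3G, seeded overnight at 37 deg C, then exposed to compound by pintool overnight at 37 deg C. Rise in yellow fluorescence (Ex 488/Em 500-530, Acumen) marks blocked Vif-driven A3G degradation.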
rTrxR1 inhibitor – qHTS Assay for Inhibitors of Mammalian Selenoprotein Thioredoxin Reductase 1 (TrxR1): qHTS; recombinant rTrxR1, NADPH fluorescence consumption, selenite substrate; Potency, µM (doses to about 114 µM), inactives show at the top dose activity change, negative = inhibition, actives largely listed as inhibitors; 390,000 tested, 1% active; AID 588453, 2011; note: potency is the fitted concentration of half-maximal effect; % is set by controls: 0 for no effect and ±100 for the full control effect; nearly all actives have a fitted effect of over 65% in size
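Rat TrxR1 (90 nM in the dispensed reagent) was pre-reduced with 400 uM NADPH for 5 min at room temperature, then incubated with compound for 15 min. After 400 uM selenite was added, NADPH fluorescence (Ex 340/Em 450 nm) was followed for 8 min.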
mIDH1 inhibitor – qHTS for Inhibitors of mutant isocitrate dehydrogenase 1 (IDH1): qHTS; IDH1-R132H enzyme, NADPH consumption, diaphorase/resazurin fluorescence; Potency, µM (series often up to 76.6 µM), inactives show at the highest dose activity change, negative = inhibition, hits mostly inhibitors; 390,000 tested, 0.093% active; AID 602179, 2012; note: potency is the fitted concentration of half-maximal effect; % is set by controls: 0 for no effect and ±100 for the full control effect; nearly all actives have a fitted effect of over 65% in size
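IDH1-R132H (0.5 ug/mL) preincubated 30 min with compound, then NADPH (0.016 mM) and alpha-KG (2 mM) added; 80 min at RT, pH 7.5. Remaining NADPH coupled via diaphorase/resazurin to fluorescence (540/590 nm); concentration-response curves normalized to no-enzyme control.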
* = called active by the depositor; ? = inconclusive; & = joins results of further samples; [ ] = remark or other dose. Unless noted, calls come from the whole dose curve; as a rule, active = well fitted curve in the direction sought with a large enough effect; inconclusive = small, poorly fitted or top-dose-only effect, or another doubt; inactive = no such curve, though single readings can be large; an effect the other way counts as inactive or inconclusive. A portion of the library. The share of hits here may be higher or lower than overall.

nr	Compound	TrxR1 substrate	RGS4 inhibitor	LDHA block	Vif-A3F inh	USP1 inh	GRP78 ERSR act	Vif-APOBEC3G blk	rTrxR1 inhibitor	mIDH1 inhibitor
1	Cc1ccc(NC(=O)C2CCC(=O)N2C(=O)OCc2ccccc2)cc1 (stereo unspecified)	-4%	-2%	-10	-22%	-13%	-4%	0%	-10%	-8%
2	CC(C)CN(C(=O)COC(=O)c1cc2ccccc2cc1O)c1c(N)n(Cc2ccccc2)c(=O)[nH]c1=O	-12%[57.1 µM]	14%	2	3%	-3%	-6%	-9%	-17%[57.1 µM]	-3%
3	Cc1ccc(S(=O)(=O)c2nnn3c2nc(N2CCOCC2)c2ccccc23)cc1C	18%	18%	-4	-14%	-10%	-7%	2%	45%[activator]	-9%
4	O=C(Nc1ccn([C@H]2CC[C@@H](CO)O2)c(=O)n1)c1ccccc1	5%	-10%	-2	-3%	-10%	-2%	0%	-9%	0%
5	COc1ccc(C(CC(=O)N2CCN(c3ccccc3)CC2)c2c(O)cc(OC)cc2OC)cc1 (stereo unspecified)	0%&4%	-8%&0%	1	-3%	-31%	-4%&-3%	0%&1%	6%&20%	-12%
6	Cc1nn(-c2ccccc2)c2sc(C(=O)Nc3cccc(Br)c3)cc12	16%	-43%	-2	-5%	-9%	-2%	0%	15%	13%
7	Cc1cnc(NCCc2ccccc2)s1	2%	-4%	-4	-2%	-9%	5%	0%	37%[2.29 µM]	7%
8	O=C(c1ccco1)N1CCN(C(=O)C(Cc2ccccc2)NS(=O)(=O)c2cccs2)CC1 (stereo unspecified)	2%	-47%	-6	0%	-1%	0%	0%	?	-4%
9	O=C1C(NS(=O)(=O)c2cccs2)=C(N2CCN(c3cccc(C(F)(F)F)c3)CC2)C(=O)c2ccccc21	-10%	7%	14	-6%	-17%	-4%	0%	?	3%
10	CC1Cc2cc(-c3csc(NC(=O)Cc4ccccc4)n3)ccc2N1S(C)(=O)=O (stereo unspecified)	9%	2%	-1	-15%	?	0%	2%	22%	2%

Going on with the list:
nr	Compound	TrxR1 substrate	RGS4 inhibitor	LDHA block	Vif-A3F inh	USP1 inh	GRP78 ERSR act	Vif-APOBEC3G blk	rTrxR1 inhibitor	mIDH1 inhibitor
11	O=C(Cn1cnc2c(nnn2Cc2ccccc2)c1=O)c1ccccc1	14%[57.1 µM]	-48%	2	-6%	-10%	1%	-3%	-13%[57.1 µM]	15%
12	O=S(=O)(c1ccccc1)N1CCC(n2nnc3cc(F)ccc32)CC1	9%	17%	-13	-5%	-5%	-3%	1%	30%	7%
13	CCC(OC(=O)c1cccs1)C(=O)NCc1ccc(C)cc1 (stereo unspecified)	8%	-18%	4	7%	-22%	1%	1%	15%	8%
14	CC1=C(C(=O)OCCOc2ccccc2)C(c2ccc(C)o2)C2=C(CC(C)(C)CC2=O)N1 (stereo unspecified)	6%	-8%	-7	0%	-8%	-3%	-10%	10%	-1%
15	CNC(=S)NCc1ccc2[nH]c3c(c2c1)CCCC3	2%	-21%	0	-12%	-25%	-1%	4%	12%	0%
16	CC1CCN(S(=O)(=O)Cc2ccccc2Cl)CC1	6%[57.1 µM]	-4%	0	-4%	-17%	2%	8%	14%[57.1 µM]	4%
17	COc1cc(=O)oc(-c2ccccc2)c1C(C)=O	-5%	13%	-10	4%	-11%	-3%	-6%	0%	5%
18	Cc1ccc(CCNC(=O)CCSCc2ccccc2F)cc1	-1%[57.1 µM]	8%	-4	6%	12%	-2%	-3%	20%[57.1 µM]	3%
19	COc1cccc(/C=C2\SC(=S)N(CCCC(=O)N3CCCCC3CCO)C2=O)c1 (stereo unspecified)	-2%	-34%	0	-6%	-31%	-13%	0%	9%	-8%
20	Cc1ccc(C(C(=O)NC2CCCC2)N(C(=O)Cc2cccs2)c2ccc3c(c2)OCCO3)cc1 (stereo unspecified)	6%	15%	-10	2%	11%	-2%	1%	47%[57.1 µM]	?

Some entries already given, showing only Vif-APOBEC3G blk and USP1 inh.
| no. | SMILES | Vif-APOBEC3G blk | USP1 inh |
| --- | --- | --- | --- |
| 15 | CNC(=S)NCc1ccc2[nH]c3c(c2c1)CCCC3 | 4% | -25% |
| 19 | COc1cccc(/C=C2\SC(=S)N(CCCC(=O)N3CCCCC3CCO)C2=O)c1 (stereo unspecified) | 0% | -31% |

Other records.
nr	Compound	TrxR1 substrate	RGS4 inhibitor	LDHA block	Vif-A3F inh	USP1 inh	GRP78 ERSR act	Vif-APOBEC3G blk	rTrxR1 inhibitor	mIDH1 inhibitor
21	CC(C)N1C(=O)CCC1C(=O)NC1CCCC1 (stereo unspecified)	7%	-22%	-7	-4%	1%	-2%	-8%	16%	-1%
22	CCOC(=O)c1c(C)[nH]c(C(=O)COC(=O)CCSc2ccccc2)c1C	-11%	-25%	-1	1%	-8%	6%	-2%	10%[57.1 µM]	3%
23	CCOC(CNC(=O)C(=O)Nc1cc2c3c(c1)CCN3C(=O)CC2)OCC	-4%	30%	-1	-26%	-13%	2%	-24%	6%	20%
24	Cc1ccccc1NC(=O)CN1CCC(NC(=O)Nc2ccccc2)CC1	5%[57.1 µM]	0%	-20	-7%	-3%	-2%	2%	25%[57.1 µM]	-2%
25	Cc1c(CN2CCC(CO)(CC3CCCCO3)CC2)cnn1C (stereo unspecified)	0%	7%	-6	-10%	-11%	-2%	1%	20%	-5%
26	Cc1ccc(S(=O)(=O)N2CCC[C@H]2C(=O)Nc2ccccc2Cl)cc1	-3%	5%	-18	0%	-9%	-1%	2%	7%	-10%
27	CC(C)(O)[C@@H]1Cc2c(ccc3ccc(=O)oc23)O1	435%[activator][57.1 µM]	-7%	-10	7%	-26%	-4%	3%	57%[activator][57.1 µM]	-4%
28	Cn1c(=O)c2c(ncn2CC(=O)Nc2cc(Cl)cc(Cl)c2)n(C)c1=O	3%	-15%	-6	-10%	6%	0%	2%	20%	49%[activator]
29	COc1ccccc1/C=C\C=N\n1c(-c2ccc(Cl)cc2)n[nH]c1=S	-9%	?	-8	?	-19%	-5%	?	-19%	10%
30	CCOc1ccccc1CC1C(=O)Nc2ccc(Br)cc21 (stereo unspecified)	-10%	2%	-3	0%	?	-4%	-19%	-8%	48%[activator]

(cont.)
nr	Compound	TrxR1 substrate	RGS4 inhibitor	LDHA block	Vif-A3F inh	USP1 inh	GRP78 ERSR act	Vif-APOBEC3G blk	rTrxR1 inhibitor	mIDH1 inhibitor
31	Cc1ccc2cccc(Oc3ncnc4sc(C)c(C)c34)c2n1	6%[57.1 µM]	25%	-4	-12%	-2%	-3%	-9%	10%[57.1 µM]	12%
32	CCCCNC(=O)CCn1c(=S)[nH]c2cc3c(cc2c1=O)OCO3	-5%	-6%	-13	6%	3%	-3%	1%	-9%	-6%
33	CCc1ccc(S(=O)(=O)c2cn(CC(=O)Nc3ccc(C)cc3)c3ccccc3c2=O)cc1	-8%	2%	-1	10%	?	-3%	3%	-3%	-14%
34	CC(=O)c1ccc(-c2cccc([C@H]3[C@@H]4C=CC[C@@H](C)[C@@H]4C(=O)N3Cc3ccccc3)c2)cc1	2%	-20%	4	-4%	?	4%&2%	-4%	12%	2%
35	O=C(O)COc1ccccc1/C=N/NC(=O)C(O)c1ccccc1 (stereo unspecified)	-12%	-10%	-8	1%	-29%	-7%	-4%	-13%	-4%
36	CCc1nnc(NS(=O)(=O)c2ccc(NC(=O)COc3ccc(Cl)c(C)c3)cc2)s1	-1%	19%	-5	11%	?	-3%	-14%	15%	-5%
37	COc1ccc(NS(=O)(=O)c2cc(Cl)ccc2Cl)cc1S(=O)(=O)N1CCCCC1	-7%	-29%	2&-2	1%	-2%	-3%	2%	0%[57.1 µM]	-3%

Record cards, from the list above. Values in the order: TrxR1 substrate	RGS4 inhibitor	LDHA block	Vif-A3F inh	USP1 inh	GRP78 ERSR act	Vif-APOBEC3G blk	rTrxR1 inhibitor	mIDH1 inhibitor
`Cc1ccccc1NC(=O)CN1CCC(NC(=O)Nc2ccccc2)CC1` as listed: 5%[57.1 µM]	0%	-20	-7%	-3%	-2%	2%	25%[57.1 µM]	-2%
`Cn1c(=O)c2c(ncn2CC(=O)Nc2cc(Cl)cc(Cl)c2)n(C)c1=O` as listed: 3%	-15%	-6	-10%	6%	0%	2%	20%	49%[activator]
`Cc1c(CN2CCC(CO)(CC3CCCCO3)CC2)cnn1C` (stereo unspecified) as listed: 0%	7%	-6	-10%	-11%	-2%	1%	20%	-5%
`Cc1ccc(S(=O)(=O)c2nnn3c2nc(N2CCOCC2)c2ccccc23)cc1C` as listed: 18%	18%	-4	-14%	-10%	-7%	2%	45%[activator]	-9%
